VEEV TC-83 Vero = inhibitors of VEEV TC-83 cytopathic effect, confirmation, Vero cells (AID 588727); inhibition, % at 20 µM; hits with a dose series show IC50 in µM; hit rate 0.13% among 350,000; Vero cells, VEEV TC-83 cytopathic effect inhibition; higher % means a stronger effect; in the data active means a potency from the dose series; inconclusive means inhibition mostly from about 14% at the one dose, without a potency; inactive means the rest, 99 in 100 with inhibition below about 12%; further: strong numbers were not always called active
PhoP GFP inhibition = PhoP regulon inhibitors, Salmonella typhi PhoP promoter GFP reporter, confirmatory (AID 1850) | one-dose inhibition, % at 50 µM; IC50 in µM for titrated hits | Salmonella Typhi PhoP-promoter GFP reporter, fluorescence, 4 h; higher % means a stronger effect | hit rate 0.33% among 310,000; in the data active means a potency from the dose series; inconclusive means inhibition mostly from about 25% at the one dose, without a potency; inactive means the rest, 99 in 100 with inhibition below about 19%;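 further: 0% = induced wells with vehicle and 100% = uninduced wells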
tuberculosis growth = growth inhibition of non-replicating M. tuberculosis (AID 488890); Mycobacterium tuberculosis non-replicating, growth inhibition; higher % means a stronger effect; inhibition, % at 25 µM, or IC50 in µM where a hit was titrated; hit rate 0.39% among 320,000; in the data active means a potency from the dose series; inconclusive means inhibition mostly from about 82% at the one dose, without a potency; inactive means the rest, 99 in 100 with inhibition below about 76%;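 further: plate controls were DMSO cells for no effect and high antibiotic wells for full effect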
H1N1 NS1A inhibition = H1N1 influenza NS1A inhibitors, functional cell based assay (AID 504329). NS1A functional cell-based assay, percent inhibition; higher % means a stronger effect. one-dose inhibition, % at 12.5 µM; IC50 in µM for titrated hits. hit rate 0.3% among 340,000; in the data active means a potency from the dose series; inconclusive means inhibition above about 27% without an active follow-up result; further: strong numbers were not always called active
M. tuberculosis HTS = M. tuberculosis growth inhibition, HTS (AID 449762); M. tuberculosis H37Rv growth inhibition, 7H9 media; higher % means a stronger effect; inhibition, % at 25 µM, or IC50 in µM where a hit was titrated; hit rate 0.59% among 330,000; in the data active means a potency from the dose series; inconclusive means inhibition above about 70% without an active follow-up result;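 further: bacterial growth assessed after seven days of incubation; strong numbers were not always called active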
* marks the source's active call; other numbers are inactive results; i = inactive; ? = inconclusive; . = no result given; & = joins results of further samples.

SMILES	VEEV TC-83 Vero	PhoP GFP inhibition	tuberculosis growth	H1N1 NS1A inhibition	M. tuberculosis HTS
CNCc1c(C)nn(-c2ccccc2)c1C	0.1%	0%	-3%	1%	-11%
COc1ccc(N2CCN(C(=O)c3ccccc3NC(=O)C3=C(C)OCCS3)CC2)cc1	i	-1%	35%	-2%	9%
Cn1c(-c2ccccc2)cnc1SCC(N)=O	2.1%	-1%	-1%	-4%	-1%
O=C(O)CCSc1ccc2ccccc2n1	0.2%&3.0%	-18%&-6%	-17%&-6%	7%&-5%	4%&-5%
C#Cc1cccc(NC(=O)Cc2cccs2)c1	0.5%	2%	78%	0%	1%
O=C(COc1ccc(F)cc1)N1c2ccccc2CCc2ccccc21	i	3%	55%	-4%	5%
CCc1ccc(S(=O)(=O)Nc2ccc(Cl)cn2)cc1	0.2%	-6%	65%	4%	0%
CCOC(=O)C1CCCN(C(=O)c2cc3nc(-c4cccc(OC)c4)cc(C(F)(F)F)n3n2)C1 (centres undefined)	11%	4%	29%	-6%	50%
CC(CCc1ccccc1)NC(=O)COC(=O)c1ccc(S(C)(=O)=O)c([N+](=O)[O-])c1 (centres undefined)	13%	-19%	29%	3%	6%
Cc1cc(Cl)ccc1NC(=S)NCCCO	0.7%	-3%	-4%	-2%	1%
O=C(NC1CCCCC1)Oc1ccccc1	i	-24%	13%	16%	2%
CCN(CC(=O)Nc1sc2c(c1C#N)CCC(C)C2)Cc1nc2ccccc2c(=O)[nH]1 (centres undefined)	8.1%	-2%	6%	4%	?
O=[N+]([O-])c1ccc(C2=NCCO2)cc1	i	8%	-19%	21%	2%
COc1ccc(C(=O)Nc2ccc(Cl)cc2C(=O)N2CCCC(C)C2)cc1OC (centres undefined)	9.8%	-1%	-28%	-10%	-7%
Cc1ccccc1OCC(=O)Nc1ccncc1	0.5%	-6%	73%	-7%	-1%
Oc1ccccc1N1CCN(C(=S)Nc2ccc(SC(F)F)cc2)CC1	1.1%	-18%	71%	3%	5%
Cc1ccnc(NC(=S)NC(=O)/C=C/c2ccccc2)c1	0.4%	5%	9%	1%	2%
CCOC(=O)c1c(NC(NC(C)=O)C(Cl)(Cl)Cl)sc(C(C)=O)c1C (centres undefined)	8.8%	-3%	7%	-9%	-1%
CC(C)(C)c1ccc(C(=O)N2CCC3(CC2)NCCc2[nH]cnc23)cc1	i	12%	0%	2%	2%
Cc1ccc(-c2cc(C(=O)OCn3nnc4ccccc4c3=O)c3ccccc3n2)cc1	0.9%	-7%	-1%	-9%	-2%
O=c1[nH]c2ccccc2nc1NCc1ccccc1	0.8%	0%	-6%	-2%	-3%
COc1cc(C(c2c(C)[nH][nH]c2=O)c2c(C)[nH][nH]c2=O)ccc1OS(=O)(=O)c1ccccc1	3.2%	13%	10%	12%	-4%
COCCN(CCOC)S(=O)(=O)c1ccc(C(=O)Nc2nnc(C3CC3)o2)cc1	i	-7%	57%	-4%	-4%
COc1cccc(C2/C(=C(/O)c3ccc4c(c3)OCO4)C(=O)C(=O)N2CCN2CCOCC2)c1 (centres undefined)	i	9%	16%	23%	6%
COCCCNC(=O)CN1CCN(Cc2ccccc2Cl)C1=O	1.9%	8%	-19%	3%	-2%
N#Cc1ccccc1NC(=O)CNc1ccc(Cl)c(C(F)(F)F)c1	i	-4%	27%	1%	2%
CCN(CC(=O)NCc1cccs1)C(=O)/C=C/c1cccc(Br)c1	6.9%	3%	5%	-13%	-1%
CCOc1ccc(-c2noc(CCC(=O)NCC3CCCO3)n2)cc1OC (centres undefined)	0.7%	6%	10%	5%	0%
Cc1c(Nc2scc(-c3ccccc3)[n+]2-c2ccccc2)c(=O)n(-c2ccccc2)n1C	6.9%	17%	60%	8%	7%
CC(CCc1ccccc1)NC(=O)C1CCCN(c2nnc(-n3cccc3)s2)C1 (centres undefined)	1.2%	-8%	.	4%	-13%
COc1ccc(N2CCN(CC(=O)Nc3sccc3C#N)CC2)cc1	1.0%	-9%	-5%	-4%	3%
Cc1c(/C=N/NC(=O)CNc2ccccc2)c2ccccn2c1C(=O)c1ccncc1	2.6%	-1%	10%	4%	-9%
c1cc(-c2nnc(-c3ccncc3)o2)ccn1	i	4%	0%	-15%	2%
COc1ccc(/C=N/Nc2cc(C)nc(NS(=O)(=O)c3ccc(C)cc3)n2)cc1	7.4%	0%	17%	11%	0%
O=C(NCC1CCCO1)c1ccc(COc2ccccc2Br)cc1 (centres undefined)	5.9%	6%	36%	-3%	8%
CCOC(=O)CSC1=N/C(=C\c2cccnc2)C(=O)N1c1ccc(OC)cc1	1.2%	2%	32%	-3%	16%
CC(Sc1cnccn1)C(=O)O (centres undefined)	0.2%	13%	-9%	.	-2%
COc1ccc(S(=O)(=O)Cc2ccc(C(=O)NCCc3ccc(S(N)(=O)=O)cc3)o2)cc1	0.6%	-2%	-24%	-1%	-5%
Cc1cc(OCC(=O)N2CCOCC2)ccc1NC(=O)c1ccccc1C	0.3%	-11%	11%	-2%	-12%
Cc1cc(C)cc(NS(=O)(=O)c2ccc(-c3cnc(C4CC4)o3)cc2)c1	4.1%	-19%	-5%	4%	-7%
CNS(=O)(=O)c1cccc(C(=O)OCC(=O)c2c(N)n(C)c(=O)n(C)c2=O)c1	8.6%	9%	2%	-6%	-5%
Cc1ccccc1CSCCNC(=O)c1ccc(N(C)S(=O)(=O)c2ccccc2)cc1	i	6%	20%	1%	15%
CC(=O)c1sc(NC(=O)CN2C(=O)C3CC=CCC3C2=O)nc1-c1ccccc1 (centres undefined)	1.3%	-2%	24%	-2%	2%
Cc1cccc(N2CCN(C(=O)C3CCN(S(=O)(=O)N4CCOCC4)CC3)CC2)c1C	2.6%	2%	22%	8%	-9%
CC1=CC(C)(C)N2C(=O)C3(NCCc4c3[nH]c3ccccc43)c3cc(C)cc1c32 (centres undefined)	23µM*	-2%	-1%	-5%	8%
Cn1cc(C(=O)N/N=C/C(Br)=C/c2ccccc2)ccc1=O	0.2%	7%	8%	-4%	2%
Cc1ccccc1NC1=NC(=S)N(c2ccccc2)C12CCOC(C)(C)C2 (centres undefined)	i	9%	17%	-23%	-8%
Cc1cccc(NC(=S)N(Cc2cccs2)Cc2cc3cc(C)cc(C)c3[nH]c2=O)c1	12%	-11%	-11%	9%	2%
CC1(c2ccccc2)NC(=O)N(CC(=O)Nc2cc(C(F)(F)F)ccc2N2CCCCC2)C1=O (centres undefined)	4.5%	.	.	0%	.
Cc1cc(C)n2nc(-c3cnn(C)c3C(F)(F)F)c(Cl)c2n1	i	-13%	-4%	4%	-10%
(next part)
SMILES	VEEV TC-83 Vero	PhoP GFP inhibition	tuberculosis growth	H1N1 NS1A inhibition	M. tuberculosis HTS
CC(C)(C)NC(=O)Cn1c(=O)oc2cc(S(=O)(=O)N3CCc4ccccc43)ccc21	1.5%	-5%	.	-4%	5%
CCCc1ccc2oc(C(=O)N(C)Cc3nccs3)c(C)c2c1	3.0%	-6%	44%	-6%	32µM*
N#Cc1ccccc1NC(=O)COC(=O)CSc1nc2ccccc2o1	0.6%	15%	-4%	2%	4%
Cn1c(SCc2ccc(Br)cc2)nc2c(c1=O)SCC2	1.4%	-3%	49%	13%	9%
O=C(CNC(=O)c1ccccc1F)Nc1ccc2c(c1)CCC2	0.6%	.	-13%	-6%	-4%
COP(=O)(OC)c1nc(-c2ccccc2)oc1NCc1ccccc1	1.5%	-9%	-6%	1%	-2%
CN1CCN(c2nc3ccccc3nc2C(C#N)C(=O)OC2CCCCC2)CC1 (centres undefined)	i	-5%	?	7%	64%
O=C(CCc1ccccc1)NC(=S)Nc1ccccc1[N+](=O)[O-]	4.9%	9%	73%	2%	4%
Cc1cc(NC(=O)C(C)SCC(=O)Nc2cc(Cl)ccc2N2CCN(C)CC2)no1 (centres undefined)	2.6%	4%	16%	-2%	1%
O=C(CSc1nc2ccccc2o1)N/N=C/c1ccco1	3.3%	14%	40%	2%	-8%

Full records as entered above:
CCCc1ccc2oc(C(=O)N(C)Cc3nccs3)c(C)c2c1 is entered as VEEV TC-83 Vero = 3.0%; PhoP GFP inhibition = -6%; tuberculosis growth = 44%; H1N1 NS1A inhibition = -6%; M. tuberculosis HTS = 32µM*
O=C(CNC(=O)c1ccccc1F)Nc1ccc2c(c1)CCC2 is entered as VEEV TC-83 Vero = 0.6%; PhoP GFP inhibition = .; tuberculosis growth = -13%; H1N1 NS1A inhibition = -6%; M. tuberculosis HTS = -4%

Continued.
SMILES	VEEV TC-83 Vero	PhoP GFP inhibition	tuberculosis growth	H1N1 NS1A inhibition	M. tuberculosis HTS
CN1CCN(c2ccccc2NC(=O)c2cccs2)CC1	2.2%	-4%	-4%	-7%	-6%
O=C(CCC(=O)c1ccc(Cl)cc1)OCc1nc2ccsc2c(=O)[nH]1	4.1%	-4%	9%	-4%	-2%
O=C(CSc1nnc(-c2ccc(Cl)cc2)n1Cc1ccco1)c1cccs1	0.3%	-16%	29%	0%	-12%
COc1ccc(CNC(=O)C(C)Sc2nc3ccccc3c(=O)n2CC2CCCO2)cc1 (centres undefined)	3.1%	.	15%	-5%	-12%
Cn1c(=O)c2[nH]c(-c3ccc(S(=O)(=O)O)cc3)nc2n(C)c1=O	1.9%	5%	0%	3%	96%
COc1ccc(CCN2C(=NC(=O)C(C)C)SC3CS(=O)(=O)CC32)cc1 (centres undefined)	1.7%	9%	-5%	-24%	3%
CCOc1cc(/C=N/NC(=O)Cn2nc([N+](=O)[O-])cc2C)cc(Br)c1OCc1ccccc1F	2.0%	1%	3%	4%	?
O=C(COc1ccc(Cl)cc1)N(Cc1ccccc1)c1nc(-c2ccccc2)cs1	0.6%	-5%	-1%	-16%	-9%
Cn1cccc1/C=C1/C(=O)NC(=O)N(Cc2ccccc2)C1=O	4.1%	-5%	71%	0%	-1%
CCOc1cc(/C=C2/C(=O)N(c3ccccc3)N=C2C)ccc1OC(=O)c1ccco1	1.8%	5%	?	0%	?

14 successive entries from above, for reference:
SMILES	VEEV TC-83 Vero	PhoP GFP inhibition	tuberculosis growth	H1N1 NS1A inhibition	M. tuberculosis HTS
COP(=O)(OC)c1nc(-c2ccccc2)oc1NCc1ccccc1	1.5%	-9%	-6%	1%	-2%
CN1CCN(c2nc3ccccc3nc2C(C#N)C(=O)OC2CCCCC2)CC1 (centres undefined)	i	-5%	?	7%	64%
O=C(CCc1ccccc1)NC(=S)Nc1ccccc1[N+](=O)[O-]	4.9%	9%	73%	2%	4%
Cc1cc(NC(=O)C(C)SCC(=O)Nc2cc(Cl)ccc2N2CCN(C)CC2)no1 (centres undefined)	2.6%	4%	16%	-2%	1%
O=C(CSc1nc2ccccc2o1)N/N=C/c1ccco1	3.3%	14%	40%	2%	-8%
CN1CCN(c2ccccc2NC(=O)c2cccs2)CC1	2.2%	-4%	-4%	-7%	-6%
O=C(CCC(=O)c1ccc(Cl)cc1)OCc1nc2ccsc2c(=O)[nH]1	4.1%	-4%	9%	-4%	-2%
O=C(CSc1nnc(-c2ccc(Cl)cc2)n1Cc1ccco1)c1cccs1	0.3%	-16%	29%	0%	-12%
COc1ccc(CNC(=O)C(C)Sc2nc3ccccc3c(=O)n2CC2CCCO2)cc1 (centres undefined)	3.1%	.	15%	-5%	-12%
Cn1c(=O)c2[nH]c(-c3ccc(S(=O)(=O)O)cc3)nc2n(C)c1=O	1.9%	5%	0%	3%	96%
COc1ccc(CCN2C(=NC(=O)C(C)C)SC3CS(=O)(=O)CC32)cc1 (centres undefined)	1.7%	9%	-5%	-24%	3%
CCOc1cc(/C=N/NC(=O)Cn2nc([N+](=O)[O-])cc2C)cc(Br)c1OCc1ccccc1F	2.0%	1%	3%	4%	?
O=C(COc1ccc(Cl)cc1)N(Cc1ccccc1)c1nc(-c2ccccc2)cs1	0.6%	-5%	-1%	-16%	-9%
Cn1cccc1/C=C1/C(=O)NC(=O)N(Cc2ccccc2)C1=O	4.1%	-5%	71%	0%	-1%

The results go on:
SMILES	VEEV TC-83 Vero	PhoP GFP inhibition	tuberculosis growth	H1N1 NS1A inhibition	M. tuberculosis HTS
CC(=O)c1ccc(N2CCN(C(=O)COc3ccc(F)cc3)CC2)c(F)c1	0.1%	-6%	18%	-16%	2%
COc1ccc(NC2=C(NC(C)=O)C(=O)c3ccccc3C2=O)cc1	i	3%	17%	1%	8%
O=C(O)CCC(=O)Nc1ccc(NC(=O)c2ccc(Cl)cc2Cl)c(Cl)c1	0.0%	-3%	-3%	6%	4%
COc1ccc(-c2nsc3c(N4CCN(S(=O)(=O)c5ccccc5F)CC4)ncnc23)cc1	i	1%	-9%	-9%	4%
c1ccc(CN2CCN(c3nc(-c4ccccn4)nc4ccccc34)CC2)cc1	i	0%	-17%	13%	-2%
Cc1ccc(-c2c(C(=O)N/N=C/c3ccc4c(c3)OCO4)nnn2-c2nonc2N)cc1	2.0%	1%	8%	-4%	3%
COc1cccc(NC2C=CS(=O)(=O)C2)c1 (centres undefined)	0.5%	-4%	5%	-8%	0%
